# Screening data deposited in PubChem BioAssay by The Scripps Research Institute Molecular Screening Center.
# TEAD-YAP block: TEAD-YAP interaction inhibition; inhibition, % at 9.12 µM; HEK-TIYL cells, TEAD-Gal4/YAP UAS-luciferase luminescence; 640,000 tested, 1.4% active; in the data active = inhibition above about 32%;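 also: 0% = median of test compound wells and 100% = reference inhibitor wells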
# MITF inh: blocks human microphthalmia-associated transcription factor. O75030. AlphaScreen MITF homodimerization, bead proximity signal. inhibition, % at 2.6 µM. 650,000 tested, 0.91% active. AID 1259374; in the data active = inhibition above about 50%;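 also: 0% = vehicle wells with protein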
# Target sequence (O75030 whole entry, looked up): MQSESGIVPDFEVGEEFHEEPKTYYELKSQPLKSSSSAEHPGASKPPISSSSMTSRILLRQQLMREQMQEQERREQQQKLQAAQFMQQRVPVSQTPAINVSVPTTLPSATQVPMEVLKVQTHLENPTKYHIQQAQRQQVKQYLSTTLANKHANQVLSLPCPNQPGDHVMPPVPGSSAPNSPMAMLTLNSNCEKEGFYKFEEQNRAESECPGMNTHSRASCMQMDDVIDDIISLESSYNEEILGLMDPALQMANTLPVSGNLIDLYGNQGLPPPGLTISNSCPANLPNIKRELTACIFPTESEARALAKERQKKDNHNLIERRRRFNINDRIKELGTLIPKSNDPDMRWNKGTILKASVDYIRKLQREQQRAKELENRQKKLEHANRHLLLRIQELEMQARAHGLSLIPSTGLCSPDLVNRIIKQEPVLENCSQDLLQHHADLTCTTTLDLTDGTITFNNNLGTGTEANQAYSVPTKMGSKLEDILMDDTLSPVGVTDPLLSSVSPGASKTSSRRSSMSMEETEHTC
# GPR151 activ: activators of human GPR151 | Q8TDV0 | 650,000 tested, 1% active | PathHunter beta-arrestin GPR151 cells, luminescence | activation, % at 11.2 µM; in the data active = activation above about 4.9%;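 also: 0% = median of compound wells and 100% = cells with positive control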
# Target sequence (Q8TDV0 whole entry, looked up): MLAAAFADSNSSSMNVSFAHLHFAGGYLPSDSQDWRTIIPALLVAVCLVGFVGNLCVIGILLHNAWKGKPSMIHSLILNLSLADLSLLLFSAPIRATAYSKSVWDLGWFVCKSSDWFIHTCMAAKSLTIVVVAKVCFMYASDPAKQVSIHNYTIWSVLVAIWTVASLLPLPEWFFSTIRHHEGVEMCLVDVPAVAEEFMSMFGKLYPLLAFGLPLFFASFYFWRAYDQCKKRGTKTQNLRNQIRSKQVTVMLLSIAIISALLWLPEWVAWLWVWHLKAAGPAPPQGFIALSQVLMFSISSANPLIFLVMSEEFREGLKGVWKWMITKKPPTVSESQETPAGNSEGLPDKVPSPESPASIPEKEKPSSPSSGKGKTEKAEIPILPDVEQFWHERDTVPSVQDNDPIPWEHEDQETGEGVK
# FBW7 act: human FBW7 E3 ligase activation, primary screen. Q969H0. AlphaScreen FBW7–phospho-cyclin E peptide binding, activator screen. normalized activity (activation), % at 26.1 µM. 650,000 tested, 0.13% active. AID 1259310; in the data active = normalized activity above about 1.9%;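 also: purified mutant Fbw7 with reduced substrate affinity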
# Active calls of the source: *.
# Every second line gives: TEAD-YAP block, MITF inh, GPR151 activ, FBW7 act
- Cc1oc(-c2cccc(F)c2)nc1CSCC(=O)NC1CCCCC1
→ 3, 10, 0.1, -0.1
- O=C(CCC(=O)Oc1ccccc1F)Nc1ccc(Cl)cc1
→ 1, 14, -0.3, 0.2
- COC(=O)C1=CN(Cc2ccc(Cl)cc2)C=C(C(=O)OC)C1c1cc(Cl)c(O)c(OC)c1
→ 7, 13, -0.5, 0.1
- N#C/C(=C/c1ccc(I)o1)C(=O)Nc1ccc(Cl)cc1
→ -22, 5, 1.0, 0.1
- CC(C)(C)OC(=O)/C=C/c1c(Cl)nc2sccn12
→ -2, 2, -0.9, 0.2
- COc1ccc(C(NC(=O)C2CC2)c2nccn2C)cc1OC (stereo not drawn)
→ 3, 10, -0.1, 0.1
- CC(NC(=O)COc1ccc2ccccc2c1)C(=O)O (stereo not drawn)
→ -10, 21, 1.3, 0.0
- O=C(Nc1nnc(-c2ccncc2)o1)c1ccccc1I
→ 1, 5, 0.5, -0.6
- O=S(=O)(c1cccc(-c2nn(CN3CCCCC3)c(=S)o2)c1)N1CCCCC1
→ -2, 2, 0.9, 0.0
- CCOc1ccc(NC(=O)c2ccccc2NC(=O)c2cccc([N+](=O)[O-])c2)cc1
→ 10, 14, -0.2, 0.3
- Cn1nnnc1SCC1=C(C(=O)O)N2C(=O)C(NC(=O)C(OC=O)c3ccccc3)C2SC1 (stereo not drawn)
→ 2, 16, 0.1, 0.0
- CC(C)Nc1ncnc2c1cnn2Cc1ccccc1
→ -2, -2, 0.5, 0.1
- C[C@H](NC(=O)c1ccco1)C(=O)Nc1ccc(C#N)cc1
→ -8, 0, 1.6, 0.0
- c1ccc(CSc2nnc3c4ccccc4n(Cc4ccccc4)c3n2)cc1
→ 10, 2, -0.2, 0.6
- CCc1cccc(C)c1NC(=O)COc1ccc(C)cc1
→ 11, -5, 1.5, 0.0
- O=c1[nH]c(=O)n(Cc2c(Cl)cccc2Cl)cc1F
→ -2, 0, -0.4, -0.3
- CCCCCn1c(=S)[nH]c2cc(C(=O)Nc3ccc(OC)cc3OC)ccc2c1=O
→ 7, 15, 0.7, 0.1
- COCc1cc(CN2CCN(CCc3ccccc3)C(CCO)C2)ccc1OC (stereo not drawn)
→ 5, -6, 0.1, -0.1
- O=C(CSc1nnc(NCc2ccccc2)s1)Nc1ccc2c(c1)CCC2
→ 4, 3, 1.6, 0.0
- C/C(=N\NC(=S)NC1CCCCC1)c1ccc(S(=O)(=O)NCc2ccco2)cc1
→ 8, 7, 2.3, -0.1
- Fc1cccc2[nH]c3nc(=S)[nH]nc3c12
→ -3, 5, 0.3, 0.0
- Cc1ccc(NC(=O)Cc2nn(C)c(=O)c3ccccc23)cc1
→ 42*, -11, 3.4, -0.1
- COc1ccc(/C=C/c2nc3scc(-c4cccs4)c3c(=O)o2)cc1
→ 5, 12, 0.1, 0.1
- CCOC(=O)c1c(NC(=O)CN2CC(C)OC(C)C2)sc2c1CCC(C)C2 (stereo not drawn)
→ -7, 4, 1.3, 0.1
- COc1ccc(Cl)c2sc(N(CCN(C)C)C(C)=O)nc12
→ 5, -3, -0.9, -0.1
- CCOc1ccccc1-n1c(=S)sc2c(=O)n(-c3ccc(F)cc3)c(SCC(=O)N(CC)c3cccc(C)c3)nc21
→ 9, 4, -0.3, -0.1
- CCn1cc(S(=O)(=O)CC(=O)Nc2ccc(Br)cc2)c2ccccc21
→ 3, 8, 2.7, 0.2
- CCOCCCn1c(=N)c(C(=O)OC)cc2c(=O)n3cc(C)ccc3nc21
→ -28, 9, 0.3, 0.0
- N#Cc1c(NC(=O)c2cc3nc(-c4ccc5c(c4)OCO5)cc(C(F)(F)F)n3n2)sc2c1CCCC2
→ 6, 16, -1.4, 0.2
- COCCNC(=O)c1c(NC(=O)c2cc(OC)c(OC)c(OC)c2)sc2c1CCCC2
→ -8, 5, 0.2, 0.2
- CCOC(=O)C1CCN(C(=O)/C=C/c2ccc(Cl)cc2)CC1
→ -39, 11, 2.2, 0.2
- CC(=O)N1CCc2cc(Br)cc(S(=O)(=O)NCCCN(C)C)c21
→ -5, -11, -0.9, 0.1
- O=c1oc2ccc3ccccc3c2cc1-c1csc(Nc2ccc(F)cc2)n1
→ 2, -1, 1.5, -0.1
- CC(Oc1cccc(Br)c1)C(=O)NNC(=O)COc1ccccc1C#N (stereo not drawn)
→ 6, -9, -1.0, -0.1
- O=C(Nc1ccc2oc(-c3ccccc3)nc2c1)c1ncn[nH]1
→ 2, 12, -1.6, 0.3
- CCCOc1cc(/C=C2\C(=O)NC(C)=C2C(=O)OCC)ccc1OCC
→ 0, -20, -1.6, 0.0
- Cc1ncc(-c2ccncc2)c(C2CCCN(Cc3cc4c(cc3Cl)OCO4)C2)n1 (stereo not drawn)
→ -14, -6, 1.0, -0.1
- CC(C)Oc1ccccc1C(=O)N/N=C/c1cccs1
→ -2, 4, -0.9, -0.1
- Fc1ccc(C2Nc3ccc(OC(F)(F)F)cc3C3C=CCC32)cc1 (stereo not drawn)
→ 2, 8, -0.1, 0.1
- CC(OC(=O)CNC(=O)c1cccc([N+](=O)[O-])c1)C(=O)Nc1cccc(C(F)(F)F)c1 (stereo not drawn)
→ 3, 9, 1.9, -0.1

# Further entries:
SMILES,TEAD-YAP block,MITF inh,GPR151 activ,FBW7 act
CCc1ccc(NC(=O)CSc2nc3c(c(=O)n2Cc2ccccc2)SC(C)C3)cc1 (stereo not drawn),-51,1,-0.7,-0.5
Cn1nc(C(C)(C)C)cc1C(=O)N1CCC(c2ccncc2)CC1,-1,-16,-1.4,0.1
O=C(/C=C/c1ccccc1)N(Cc1ccccc1)Cc1ccccc1,9,-3,-0.7,0.1
COC(=O)CNc1nc(-c2ccccc2F)nc2ccccc12,22,-4,-0.1,0.0
COc1ccc(S(=O)(=O)N2CCN(c3ccc(F)cc3)CC2)cc1[N+](=O)[O-],3,-1,4.8,-0.3
CCCCNC(=O)c1nn2c(c1Cl)NC(c1ccco1)CC2C(F)(F)F (stereo not drawn),10,10,-0.3,0.3
CCOc1ccccc1Nc1nc(-c2c(C)nc3ccccn23)cs1,7,0,0.3,-0.3
CC1=C(C(=O)Nc2nc3ccc(Br)cc3s2)C(c2ccc(F)cc2)C2=C(CC(C)(C)CC2=O)N1 (stereo not drawn),10,12,-0.7,0.1
O=C(CCN1C(=O)c2cccc3cccc(c23)C1=O)N1CCN(c2cccc(Cl)c2)CC1,2,8,2.5,-0.1
COc1ccc(OCC2c3cc(OC)c(OC)cc3CCN2C(=O)c2ccc(C)c([N+](=O)[O-])c2)cc1 (stereo not drawn),-1,20,0.2,0.0
Cn1c2c(c(=O)n(C)c1=O)C(c1cccc3ccccc13)C1C(=O)c3ccccc3C1=N2 (stereo not drawn),1,11,0.4,-0.2
COc1ccc(Nc2nc3nonc3nc2N/N=C(\C)c2nonc2C)cc1,52*,4,0.6,0.2
CCOC(=O)c1sc(NC(=O)c2c(OC)cccc2OC)c(C#N)c1C,16,0,4.1,0.1
CC(C)n1cnc2c(NCCOc3ccccc3)nc(NCc3cccnc3)nc21,8,-9,1.9,0.1
COc1ccccc1NC(=O)CN1CCN(CC(=O)Nc2ccc(F)c(F)c2)CC1,-2,-2,2.7,-0.2
CCOC(=O)C1C(c2cc([N+](=O)[O-])ccc2O)NC(=O)NC1(O)C(F)(F)F (stereo not drawn),-10,8,-0.2,0.4
O=C(NCc1cccc(C(F)(F)F)c1)c1cccc(Nc2cnccn2)n1,-4,6,1.2,0.0
CCOc1ccccc1Nc1cc(C#N)c(C#N)cc1[N+](=O)[O-],-4,10,0.7,-0.1
O=C(CN(c1ccc([N+](=O)[O-])cc1)S(=O)(=O)c1ccccc1)NC1CCCCC1O (stereo not drawn),-1,4,0.9,0.0
CSc1ccccc1NC(=O)c1cnccn1,0,6,1.4,-0.1
Cc1ccc(C)c(Cn2c(C(=O)O)c(CNCC3CCCO3)c3ccccc32)c1 (stereo not drawn),16,7,-0.3,0.0
CC(C)(C)C1CCc2c(sc(NC(=O)c3cc4n(n3)C(C(F)(F)F)CC(c3ccco3)N4)c2C(N)=O)C1 (stereo not drawn),6,0,0.4,-0.3
COc1ccc2cc(C(=O)Nc3ccccc3C)c(=O)oc2c1,-12,-4,-0.1,-0.1
Cc1nc2c(-c3ccc(F)cc3)c(C)nn2c(NCCCO)c1C,8,14,1.8,0.1

# Among those listed so far, these contain an aryl thioether with sulfur outside any ring.
SMILES,TEAD-YAP block,MITF inh,GPR151 activ,FBW7 act
Cn1nnnc1SCC1=C(C(=O)O)N2C(=O)C(NC(=O)C(OC=O)c3ccccc3)C2SC1 (stereo not drawn),2,16,0.1,0.0
c1ccc(CSc2nnc3c4ccccc4n(Cc4ccccc4)c3n2)cc1,10,2,-0.2,0.6
O=C(CSc1nnc(NCc2ccccc2)s1)Nc1ccc2c(c1)CCC2,4,3,1.6,0.0
CCOc1ccccc1-n1c(=S)sc2c(=O)n(-c3ccc(F)cc3)c(SCC(=O)N(CC)c3cccc(C)c3)nc21,9,4,-0.3,-0.1
CCc1ccc(NC(=O)CSc2nc3c(c(=O)n2Cc2ccccc2)SC(C)C3)cc1 (stereo not drawn),-51,1,-0.7,-0.5
CSc1ccccc1NC(=O)c1cnccn1,0,6,1.4,-0.1

# More records:
SMILES,TEAD-YAP block,MITF inh,GPR151 activ,FBW7 act
O=C(Nc1ccc2oc(-c3cccc(Cl)c3Cl)nc2c1)c1cccc([N+](=O)[O-])c1,7,4,0.0,0.0
CCC(C)NC(=O)C1CCN(Cc2cccc(OC)c2O)CC1 (stereo not drawn),6,30,-0.4,0.1
O=C(/C=C/c1ccc2c(c1)OCO2)Nc1ccc(F)c([N+](=O)[O-])c1,-11,-10,2.0,-0.1
CC(O)CNC(=O)/C(=C/c1ccc[nH]1)NC(=O)c1ccco1 (stereo not drawn),2,5,-0.3,0.3
O=C1CCN(Cc2cc3ccccc3[nH]c2=O)CCN1Cc1cccc(F)c1,-2,5,1.0,0.0
C/C(=N\NC(=O)c1cc([N+](=O)[O-])cc([N+](=O)[O-])c1)c1ccc(Cl)cc1,0,11,2.3,0.1
O=C(O)CCN(CCC(=O)O)c1nnc(-c2ccccc2)s1,8,5,-0.8,0.0
Cc1cc(=O)oc2cc(NC(=O)c3nn(C)c4c3COc3ccccc3-4)ccc12,8,7,0.4,0.1
O=C(Nc1ccc(-c2nc3ccccc3[nH]2)cc1)C(c1ccccc1)c1ccccc1,-3,8,-1.2,-0.1
Cc1ccc(NC(=O)CSc2n[nH]c(CC(C)C)n2)cc1,4,1,-0.8,0.0
CCn1ncc(Br)c1C(=O)Nc1cc(C(=O)OC)ccc1C(=O)OC,6,12,0.2,-0.1
CCc1cccc(NC(=O)CN2Cc3ccccc3C2=O)c1,-11,6,-0.4,0.0
CCc1ccccc1N(CC(=O)NCC1CCCO1)S(C)(=O)=O (stereo not drawn),-1,-1,-1.0,0.2
NC(=O)c1cc[n+](CC(=O)N2CCOCC2)cc1,5,9,-0.6,-0.1
CCC(C(=O)N1CCCCC1)n1nc(C)c2sc3ccccc3c2c1=O (stereo not drawn),-2,14,-0.3,0.0
CCOC(=O)C1=C(C)NC(=O)NC1c1ccc(OC)c([N+](=O)[O-])c1 (stereo not drawn),8,14,-1.4,0.1
CCC(CO)Nc1ncnc(N)c1[N+](=O)[O-] (stereo not drawn),6,-12,-1.2,0.1
CCCc1nn(C(C)C(=O)O)c(=O)c2cc3ccsc3n12 (stereo not drawn),-1,-3,-0.5,-0.1
COc1ccc(NC(=O)COc2ccc(Br)cc2Cl)cc1OC,3,12,0.6,-0.1
CCCCOc1ccc(-c2nc(CCC)no2)cc1,-10,-11,-0.3,0.6
CC1=NN(c2ccc(Cl)c(C(=O)O)c2)C(=O)/C1=C\c1ccc(-c2cc([N+](=O)[O-])ccc2Cl)o1,7,10,0.0,0.1
Cc1ccc(-c2nc3ncccc3o2)cc1NC(=S)NC(=O)c1cccc(Br)c1,-5,-14,-0.1,-0.2
COc1ccccc1/C=C/CN1CCNC(=O)C1CC(=O)N1CCCCO1 (stereo not drawn),-2,-9,1.6,-0.1
COc1ccccc1C1C(C(C)=O)=C(O)C(=O)N1CC#N (stereo not drawn),-2,12,0.0,-0.1
COc1ccc(CN2CCNC(=O)C2CC(=O)NCc2cccc(F)c2)c(C)c1C (stereo not drawn),-10,-11,0.0,0.1
COc1ccc(-n2nnc3c(SCc4ccc(C)cc4)ncnc32)cc1,1,11,-1.5,0.1
Cc1cc([N+](=O)[O-])ccc1-c1ccc(/C=N/NC(=O)c2sc(N)c(C#N)c2C)o1,-9,-8,0.7,-0.2
Cc1ccc(-n2c(SCC(=O)C(C)(C)C)nnc2-c2cnccn2)cc1,3,4,0.6,0.2
Cc1cc(NC(=O)c2cc([N+](=O)[O-])ccc2Cl)ccc1-c1cc2ccccc2oc1=O,4,6,-0.6,0.0
COc1cccc(NC(=S)NC(=O)Cc2ccccc2)c1,-29,10,0.1,0.3
Cc1cccc(N2CC(O)(c3ccc4c(c3)OCCO4)[N+]3=C2SCCC3)c1 (stereo not drawn),3,9,-0.6,0.1
O=C(O)/C=C/c1cnc[nH]1,-5,1,1.1,0.0
O=C(c1ccccc1-c1ccccc1F)N1CCCC(N2CCOCC2)C1 (stereo not drawn),0,-5,0.4,0.0
